hcGAS inh = human cGAS inhibition | AID 1259398 | recombinant h-cGAS, ATP depletion, Kinase-Glo luminescence | Q8N884 | hit rate 0.081% among 290,000 | inhibition, % at 12.5 µM;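 further: 0% = vehicle reaction and 100% = reaction without DNA for no activity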
Target sequence (Q8N884 whole entry, looked up): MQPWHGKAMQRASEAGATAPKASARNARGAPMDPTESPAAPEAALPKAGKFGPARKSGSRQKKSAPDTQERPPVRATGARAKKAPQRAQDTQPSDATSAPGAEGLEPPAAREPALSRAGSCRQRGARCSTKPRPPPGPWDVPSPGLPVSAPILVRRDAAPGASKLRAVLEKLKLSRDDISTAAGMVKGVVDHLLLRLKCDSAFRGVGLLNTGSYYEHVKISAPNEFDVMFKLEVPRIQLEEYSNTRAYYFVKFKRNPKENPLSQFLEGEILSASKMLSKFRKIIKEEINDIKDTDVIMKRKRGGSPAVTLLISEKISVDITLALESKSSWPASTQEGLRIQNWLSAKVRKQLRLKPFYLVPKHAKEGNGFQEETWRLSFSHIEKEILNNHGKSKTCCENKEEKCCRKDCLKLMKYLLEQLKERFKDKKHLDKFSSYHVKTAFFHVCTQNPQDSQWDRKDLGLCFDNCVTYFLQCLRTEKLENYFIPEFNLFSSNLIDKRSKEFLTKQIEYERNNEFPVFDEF
NPYLR7 agonist = mosquito NPYLR7 agonism; activation, % at 10 µM; hit rate 0.15% among 270,000; HEK293T NPYLR7/Galpha15, GCaMP6s calcium fluorescence; AID 1259423; in the data active means activation above about 40%;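 further: 0% = vehicle and 100% = reference agonist at the receptor; some compounds past the cut are filed as inactive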
mcGAS inh = blocks mouse cGAS activity; recombinant cGAS, Kinase-Glo ATP depletion luminescence; inhibition, % at 12.5 µM; Q8C6L5; hit rate 0.15% among 160,000; AID 1259399;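 further: 0% = negative control wells and 100% = reference inhibitor with no enzyme activity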
Active calls of the source: *; / = not tested or not shown; & = joins results of further samples. Unless noted, no stated cut-off is given here; in the data, active means inhibition above about 40%; inactive means the rest.

SMILES	hcGAS inh	NPYLR7 agonist	mcGAS inh
CCN(Cc1cccc(OC)c1)C(=O)c1nc(N)n[nH]1	-8	-2	-12
C[n+]1cn(Cc2cc(Cl)ccc2OC(F)F)c2ccccc21	-6	-1	/
CN(C)CCCNc1ncnc2c1oc1ccccc12	1	-2	-1
Cc1ccc(S(=O)(=O)N(C)c2c(C)ccc(S(=O)(=O)NC(C)C)c2C)cc1	1	-3	/
COC(=O)C1=C(C)N(C)C(C)=C(C(=O)OC)C1c1ccc(OC)cc1	-2	-3	0
CN1CC2(CCN(C(=O)c3cc(-c4ccccc4)nc4ccccc34)C2)OC1=O (stereo not drawn)	-3	3	/
CN(CC1COc2ccccc2O1)C(=O)CCl (stereo not drawn)	-7	-5	54*
O=C(NCC1CN2CCCC2CO1)C1=NOC(c2ccccc2)C1 (stereo not drawn)	-11	4	-8
CC1CCCN(Cc2ccc(NC(=O)C3CC(=O)N(C4CCS(=O)(=O)C4)C3)cc2)C1 (stereo not drawn)	-10	4	/
CCOC(=O)C1=C(O)/C(=C\c2cccn2C)SC1=Nc1ccccc1F	-3	10	-3
CC(C)c1ccc(-n2nnnc2SCC(=O)N(C)C)cc1	-3	0	-5
Cc1cc(C(=O)N2CCCC(CCc3ccccc3C)C2)nc(C)n1 (stereo not drawn)	-7	6	/
COC(=O)c1ccc(NC(=O)Cn2nc([N+](=O)[O-])cc2C)cc1Br	0	-9	2
COc1ccc(Cc2noc(/C=C/c3ccc(C)cc3)n2)cc1OC	-2	10	0
Cc1ccc(F)c(NC(=O)CCC(=O)NC(CF)Cc2ccccc2)c1 (stereo not drawn)	-7	12	/
S=c1[nH]nc(C2C3CCCCC32)n1-c1ccccc1 (stereo not drawn)	1	-20	/
CN(c1cnn(C)c(=O)c1Br)C1CCCC1	-7	2	/
CCOC(=O)c1nn(-c2ccccc2)c(=O)cc1OS(=O)(=O)c1ccc2c(c1)OCCO2	-4	-2	-5
COc1cccc(C(=O)N2CCN(c3cc(Cl)nc(SCC(=O)Nc4ccc(C)cc4)n3)CC2C)c1 (stereo not drawn)	-10	14	-7
CC(C)(O)C#Cc1ccc(CN2CCC(c3ccncc3)CC2)s1	-6	13	-12
O=C(NCCN1CCCC1)[C@@]1(OCc2ccccc2F)CC(OCc2cccc(Cl)c2)[C@H](O)[C@H](O)C1 (stereo partly drawn)	-1	-2	-4
O=c1c2cnc3nc(-c4ccncc4)nn3c2ccn1CCc1ccccc1	-6	4	/
O=c1[nH]cnc2c1c(-c1ccccc1)cn2-c1ccc(F)cc1	-5	-8	-6
O=C(O)c1cccnc1CN1CCN(C/C=C/c2ccccc2)CC1	-7	-1	-11
CCOc1cc(/C=N\O)cc(I)c1OS(=O)(=O)c1ccc(C)cc1	-6	3	/
SMILES	hcGAS inh	NPYLR7 agonist	mcGAS inh
Cc1ccc(-c2ccc(S(C)(=O)=O)cc2)cn1	-3	1	/
CCOc1ccc(CN(C)Cc2cc(Br)ccc2F)nc1	3	-1	/
Cc1cc(Cl)ccc1N1C(=O)/C(=C\c2ccco2)N(C)C1=S	-2	6	4
COc1cc(C)ccc1Oc1cc(N2CCN(C(=O)c3cccs3)C(C)C2)ncn1 (stereo not drawn)	-7	21	-9
COc1cc(C=NN2CCN(Cc3ccc(C)cc3C)CC2)cc(OC)c1OC	-5	-5	-6
CC(=O)NCc1ccc(C(=O)Cn2ncc(Cl)c(Cl)c2=O)s1	5	0	-2
O=C1CCC(C(=O)N2CCCCO2)CN1CCc1ccccn1 (stereo not drawn)	-9&-3	7&3	/
CCN1C[C@H]2CN(C)c3ccccc3[C@@H]2N(C(=O)c2cccc(OC)c2)CCC1=O	-10	0	-8
COc1ccc(C(=O)NC(C(=O)NC2CC2)C2CCN(C(=O)c3cccc(F)c3)CC2)cc1 (stereo not drawn)	-2	9	-6
O=C(O)CC1C(=O)NCCN1Cc1ccoc1 (stereo not drawn)	0	-1	-1
O=C(NCc1cccnc1Oc1ccc(F)c(F)c1)c1ccc2nc[nH]c2c1	-3	2	/
Cn1c(=O)c2c(ncn2CC(=O)Nc2nncs2)n(C)c1=O	-6	5	-5
O=C(CN1C(=O)C2C3C=CC(C3)C2C1=O)NC1CCCCC1 (stereo not drawn)	1	4	-4
S=c1n(C2CC2)cnn1CN1CCN(c2ncccn2)CC1	-10	11	/
Cc1nnc(NC(=O)CSc2nc3ccccc3o2)s1	-2	8	-4
CCOC(=O)C1=C(O)C(=O)N(c2ccccc2)C1	1	-5	-2
CN(C)CCNC(=O)C1CCN(C2CCN(c3nc4ccccc4o3)CC2)CC1	-2	-11	-3
CN(C)c1cccc(C(=O)N2CC(=O)N3CCc4ccccc4C3C2)c1 (stereo not drawn)	4	-13	2
Cc1oc(-c2cccc(F)c2)nc1CC(=O)N1CCOC(c2ccccc2)C1 (stereo not drawn)	-3	20	-7
Cc1cc(=O)[nH]c(-n2nc(C)c(CCC(=O)Nc3nnc(C)s3)c2C)n1	2	26	/
CCC(NS(=O)(=O)c1cc(C)nn1C)C1CC(O)C1 (stereo not drawn)	-10	/	-7
COC(C(=O)Nc1ccnn1C1CCN(Cc2cc(C(C)C)n[nH]2)CC1)c1ccccc1 (stereo not drawn)	-6	9	/
C=CCn1c(=O)c2c(nc3n(Cc4ccccc4)c(C)cn23)n(C)c1=O	-2	-3	/
NC(=O)C(NCC1(c2ccccc2)CC1)c1ccccc1 (stereo not drawn)	-1	1	-16
CCCCc1ccc(C(=O)Nc2cccc(C3SCC(=O)N3c3ccc(C)cc3C)c2)cc1 (stereo not drawn)	2	-5	0

2 successive compounds from above, quoted:
SMILES	hcGAS inh	NPYLR7 agonist	mcGAS inh
NC(=O)C(NCC1(c2ccccc2)CC1)c1ccccc1 (stereo not drawn)	-1	1	-16
CCCCc1ccc(C(=O)Nc2cccc(C3SCC(=O)N3c3ccc(C)cc3C)c2)cc1 (stereo not drawn)	2	-5	0

Next part
SMILES	hcGAS inh	NPYLR7 agonist	mcGAS inh
COc1cc(N2C(=O)C3C4C=CC(C4)C3C2=O)c(OC)cc1Cl (stereo not drawn)	-7	-1	-7
CCOc1ccc(CN2CCN(Cc3cccc4nonc34)CC2CCO)cc1 (stereo not drawn)	6	-4	/
CC1=C(C#N)C(C(F)(F)F)(C(F)(F)F)N=C(c2cccc(C)c2)N1	-3	10	/
Cc1cc(Cn2cnc(-c3ccccc3)c2COCc2ccccc2)no1	-9	23	/
COc1ccc(C(=O)Nc2ncccn2)cc1[N+](=O)[O-]	-8	0	-5
COCCN(CCC(=O)N1CCN(c2ccccc2F)CC1)c1nc(C2CC2)nc2ccccc12	-6	-2	-6
COc1ccc(NC(C)=O)cc1NC(=O)CCn1c(=O)oc2ccc(Cl)cc21	3	9	-7
CCOC(=O)c1[nH]c(C)c(C(=O)COC(=O)c2ccco2)c1C	-6	12	/
Fc1cccc(Oc2cc(N3CCC(Cc4ccccc4)CC3)ncn2)c1	-6	-7	-10
Cc1ccccc1CN1C(=O)COCc2ccc(-c3ccncc3)cc21	-8	9	/
Cc1ccc(-c2nc(Nc3ccccc3)c3ccc(Cl)cc3n2)cc1	0	0	0
Cc1ccc(S(=O)(=O)Nc2ccc(-c3ccc(N4CCCC4)nn3)cc2)s1	-9	2	-8
O=C(NCc1ccccc1N1CCOCC1)Nc1cccc2cnccc12	-7	-4	-15
CC(C)(C)c1ccc2c(c1)C(=O)c1ccccc1C2=O	-5	-3	/
Cn1c(=NC(=O)Cc2noc3ccccc23)sc2ccccc21	-7	11	/
Cc1cc(C)c(S(=O)(=O)NCc2ccc3c(c2)cc(C)n3C)c(C)c1	4	0	/
C(=Cc1ccco1)C=NN1CCN(C2c3ccccc3-c3ccccc32)CC1	-3	-7	/
O=C(NC1CC1c1ccccc1)c1cccc(CN2CCCC2)c1 (stereo not drawn)	-3	2	-4
COCCn1c(-c2ccccc2)c[nH]c1=S	-6	-8	-9
O=C(O)C1(O)CCN(c2nccc(CCC(F)(F)F)n2)CC1	-4	6	-11
COc1ccc(-c2cncc(C(N)=O)c2)cn1	-8	4	-17
Cc1nc(N2CCC(NCC3C4CC5CC(C4)CC3C5)CC2)nc2cc(S(C)(=O)=O)ccc12 (stereo not drawn)	-4	15	-10
N#Cc1ccccc1OCC(=O)Nc1ccnn1Cc1cccc(Cl)c1	-1	1	/
C=CCN(Cc1ccco1)Cc1ccc(-c2ccn[nH]2)o1	-3	1	/
O=C(Cn1cccn1)N1CCOC(Cc2ccc(F)cc2)C1 (stereo not drawn)	-1	14	/
SMILES	hcGAS inh	NPYLR7 agonist	mcGAS inh
COc1ccc(OC)c(S(=O)(=O)N2CCCCC2C(=O)OCCc2ccc(OC)c(OC)c2)c1 (stereo not drawn)	-4	0	-5
O=c1[nH]c(SCc2ccc(C(F)(F)F)cc2)nc2c1cnn2CCO	-5	5	/
N[C@@H]1CC[C@@H](NS(=O)(=O)c2c(Cl)cccc2Cl)C1	-6	7	/
CCc1nc(C)c(C(=O)N2C[C@@H]3[C@H](C2)[C@H]2CC[C@@H]3O2)o1	-1	2	-18
O=C(CSc1nc(=O)n(CCCO)c2c1CCC2)N1CCN(c2ccccc2)CC1	-4	-6	-8
Cc1ccc(C(C2Sc3nc(C)nn3C2=O)N2CCCCC2)cc1 (stereo not drawn)	-9	0	/
Cc1nn(CCS(C)(=O)=O)c(C)c1C(C)O (stereo not drawn)	-6	3	-9
CC(=O)OC1C(OC(C)=O)N(C)C(=O)N1C (stereo not drawn)	-3	1	/
Cc1ccc(-c2csc(C3C(=N)SCC3=O)n2)cc1 (stereo not drawn)	-12	7	-8
CC(=O)N(CN1C(=O)c2ccccc2C1=O)c1cccc(C)c1	-5	-14	-7
CC(C)CNC(=O)C1(C)CCCCCN1C(=O)c1csnn1 (stereo not drawn)	-3	-4	-5
CCN(CC)C1=C(c2c(C)[nH]n(-c3ccc(F)cc3)c2=O)C(=O)N(c2ccc(OC)c(OC)c2)C1=O	-7	4	-6
NS(=O)(=O)c1cccnc1N1CCOC(c2ccc(F)c(F)c2)C1 (stereo not drawn)	-10	8	-7
Cc1ccc(-c2cc(C(=O)N(C)C)c3ccccc3n2)c(C)c1	-5	-1	-6
O=C(CC1CC2CCC1C2)NCC(c1ccccc1Cl)N1CCCC1 (stereo not drawn)	-6	1	/
Cc1ccn2c(NC3CCCCC3)c(-c3cccc(OC(=O)c4cccc(C(F)(F)F)c4)c3)nc2c1	-9&-4	-3&16	-8&-6
O=C(NCc1ccc(F)cc1)c1cc(=O)c(OCc2ccccc2)co1	-8	1	/
Cc1cc(C)c(C)c(OCc2nc(CN(CCN3CCOCC3)C(=O)c3ccccc3)cs2)c1	-9	9	-6
CNC(=O)CC(C)N(C)Cc1ccc(S(C)(=O)=O)cc1 (stereo not drawn)	-3	-1	-1
Cc1cc(C)c(C)c(S(=O)(=O)N2CCCC2C(N)=O)c1C (stereo not drawn)	-6	-2	-6
CCc1nn2c(ncc3c(=O)n(-c4ccccc4OC)ccc32)c1-c1ccc(F)cc1	-11	8	/
CC(=O)CSc1nnc(NC2CCCCC2)s1	-9	5	/
c1cc2c(c(-c3cc(N4CCOCC4)ncn3)c1)CCNC2	-9	5	/
NC(=O)c1ccc(S(=O)(=O)Nc2ccccc2OCC(F)(F)F)cc1	-2	4	/
CCOC(=O)c1ccc(N2CN=c3sc(=Cc4ccccc4)c(=O)n3C2)cc1	-6	-1	-2

Taken from above.
`Cc1ccc(-c2cc(C(=O)N(C)C)c3ccccc3n2)c(C)c1` in hcGAS inh is entered as -5
`O=c1[nH]c(SCc2ccc(C(F)(F)F)cc2)nc2c1cnn2CCO` in NPYLR7 agonist is entered as 5
`CCc1nc(C)c(C(=O)N2C[C@@H]3[C@H](C2)[C@H]2CC[C@@H]3O2)o1` in NPYLR7 agonist is entered as 2

Other records follow:
SMILES	hcGAS inh	NPYLR7 agonist	mcGAS inh
COc1ccc2c(c1)-c1sc(C(=O)NCc3cccc(OC(F)(F)F)c3)cc1CC2	-8	4	-8
CCc1ccc(-c2nc(-c3c(N)n(C)c(=O)n(C)c3=O)cs2)cc1	-15	8	/
C[C@@]12C(=O)OC(=O)[C@]1(C)[C@H]1CC[C@@H]2O1	-7	-5	-5
Cc1nc2nc3ccn(CC4CCCO4)c(=O)c3c(-c3cccc(Cl)c3)n2n1 (stereo not drawn)	-6	0	/
Cc1ccc(CC(=O)Nc2nnc(-c3cc(C)n(C)n3)o2)cc1	-7	-6	-9
O=C(Cn1cnc2nc(N3CCOCC3)ncc2c1=O)NCc1ccc(C(F)(F)F)cc1	1	-9	/
O=C(O)c1ccccc1CSc1ccc(N2CCCCC2)cc1	-4	5	/
O=C(CCc1n[nH]c2c1CCCC2)N1CCC2(CCCO2)CC1	-4	7	-13
O=C(Cc1ccc2c(c1)OCO2)N1CCc2onc(-c3cccc(F)c3)c2C1	-6	21	/
O=C1CCC2(CCN1)CCN(S(=O)(=O)c1ccc3ccccc3c1)CC2	-7	0	/
Fc1ccc(-c2noc3nc(NCCN4CCCC4)ccc23)cc1	0	-4	-1

Reformatted bar-delimited: part of the list above.
Compound | hcGAS inh | NPYLR7 agonist | mcGAS inh
Fc1ccc(-c2noc3nc(NCCN4CCCC4)ccc23)cc1 | 0 | -4 | -1
O=C(Cc1ccc2c(c1)OCO2)N1CCc2onc(-c3cccc(F)c3)c2C1 | -6 | 21 | /
Cc1ccc(CC(=O)Nc2nnc(-c3cc(C)n(C)n3)o2)cc1 | -7 | -6 | -9
O=C1CCC2(CCN1)CCN(S(=O)(=O)c1ccc3ccccc3c1)CC2 | -7 | 0 | /
O=C(CCc1n[nH]c2c1CCCC2)N1CCC2(CCCO2)CC1 | -4 | 7 | -13
C[C@@]12C(=O)OC(=O)[C@]1(C)[C@H]1CC[C@@H]2O1 | -7 | -5 | -5
O=C(O)c1ccccc1CSc1ccc(N2CCCCC2)cc1 | -4 | 5 | /

Assay outcomes: PubChem BioAssay, Fisher Drug Discovery Resource Center
